# KCNK3 inh: human KCNK3 channel inhibition, primary screen; B-score at 10 µM; hit rate 0.84% among 340,000; CHO-KCNK3 thallium flux, FluxOR fluorescence; active compounds read low;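 active means B-score under library mean minus 4 SD, starting fluorescence ratio at most library mean plus 5 SD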;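 further: more negative B-score means stronger inhibition of thallium flux through KCNK3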
# Target sequence (O14649 whole entry, looked up): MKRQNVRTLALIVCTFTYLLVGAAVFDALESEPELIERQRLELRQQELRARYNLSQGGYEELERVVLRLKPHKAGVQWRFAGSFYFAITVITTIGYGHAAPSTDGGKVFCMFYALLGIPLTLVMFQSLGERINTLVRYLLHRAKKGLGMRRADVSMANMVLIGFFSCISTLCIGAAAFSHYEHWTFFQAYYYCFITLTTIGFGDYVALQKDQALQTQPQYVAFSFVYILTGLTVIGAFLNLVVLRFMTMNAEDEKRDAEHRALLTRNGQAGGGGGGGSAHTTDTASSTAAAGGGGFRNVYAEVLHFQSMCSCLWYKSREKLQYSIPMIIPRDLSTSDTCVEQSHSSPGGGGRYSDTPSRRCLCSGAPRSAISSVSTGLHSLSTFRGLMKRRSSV
# KCNQ1 act: potentiates or activates the human KCNQ1 potassium channel; hit rate 0.35% among 310,000; CHO-K1 KCNQ1, thallium flux FluxOR fluorescence; active compounds read high; B-score at 10 µM; P51787; AID 2648;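 active means fluorescence ratio B-score, a plate-corrected score, at least three library SD, with initial intensity B-score within 5 SD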
#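 Material: CHO-K1 cells stably expressing KCNQ1. Medium: assay buffer for compound exposure, DMSO matched across wells. Reagent: K+/Tl+ depolarizing stimulus. Compound dosing: single-concentration screen. Times: 37 °C overnight plating, 90-min dark dye load, 20-min compound pretreatment. Technique: FluxOR Tl+ flux fluorescence.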
# hERG protect: shields human hERG channel from block by proarrhythmic agents. hit rate 0.51% among 310,000. Q12809. activation (rescue from dofetilide block), less the hit threshold, % at 10 µM. CHO-hERG, FluxOR thallium flux, dofetilide IC70 present;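 active means activation above the mean of controls blocked by dofetilide plus 5 SD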;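 further: thallium influx through hERG after potassium depolarization seen as dye fluorescence rise; in these data hits start at about 4.7%; inactives centre near -7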
# DYRK1A inh: Dyrk1A (rat) kinase inhibition. hit rate 0.43% among 310,000. ADP-Glo luminescence, NFATc1 peptide. inhibition, % at 12.5 µM. Q63470. AID 504441; in the data active means inhibition above about 50%;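 further: plate controls were vehicle with enzyme for no effect and no enzyme for full effect; many of its hits are not listed in these tables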
# TRPC4 potent: allosteric potentiators of mouse TRPC4 channel; Q9QUQ5; HEK293 TRPC4beta/mu-opioid, DAMGO EC20, Fluo-4 Ca2+ flux; active compounds read high; B-score at 10 µM; hit rate 0.42% among 310,000; AID 2227;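 active means B-score of calcium response area above 5 SD of library B-scores, with initial fluorescence ratio within 5 SD of library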;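 further: B-score of integrated fluorescence ratio over time as area under calcium response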
# KCNK9 inh: inhibitors of human KCNK9 two-pore domain potassium channel; Q9NPC2; HEK293 KCNK9, FluxOR thallium flux fluorescence; active compounds read low; B-score at 10 µM; hit rate 1.2% among 310,000; AID 488922;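 active means ratio B-score over 3 SD below the library mean, with starting fluorescence within 5 SD of its mean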;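 further: negative B-score means less thallium flux so channel inhibition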
# Target sequence (Q9NPC2 whole entry, looked up, the tested form may be a part): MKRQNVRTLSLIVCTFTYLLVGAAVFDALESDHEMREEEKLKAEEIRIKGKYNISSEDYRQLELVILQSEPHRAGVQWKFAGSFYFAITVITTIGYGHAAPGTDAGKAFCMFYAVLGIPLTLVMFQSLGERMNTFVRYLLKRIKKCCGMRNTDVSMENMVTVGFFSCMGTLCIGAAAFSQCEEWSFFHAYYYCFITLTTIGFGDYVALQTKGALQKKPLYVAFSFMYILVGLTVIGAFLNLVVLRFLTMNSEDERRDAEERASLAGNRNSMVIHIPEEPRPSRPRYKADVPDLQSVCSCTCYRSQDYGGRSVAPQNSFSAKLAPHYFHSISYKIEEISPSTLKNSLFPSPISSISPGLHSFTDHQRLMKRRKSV
# Platelet DG rel: modulates dense granule release in human platelets; human platelet-rich plasma, SFLLRN dense granule ATP release, luminescence; inhibition, %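 (compounds screened at 7.5 µM in platelet-rich plasma)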; hit rate 0.22% among 300,000; AID 1663;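 active means mean replicate score, as percent of positive control, at or above 50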
# PolyA inh: yeast polyadenylation inhibition; S. cerevisiae SKY197-pL101 polyadenylation reporter, beta-gal luminescence; efflux-impaired pdr1/pdr3 knockout yeast; score 100 = 6 SD above DMSO; calls only at 12 µM; hit rate 0.02% among 300,000;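 active means lowest replicate activity score at least 50, where 100 means six control SD above control mean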;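 further: yeast exposed to compound for 9 h at 30 °C; higher score means more reporter readthrough which indicates perturbed polyadenylation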
# TRPC4 agonist: activators of mouse TRPC4 channel. Q9QUQ5. HEK293 TRPC4beta/mu-opioid, Fluo4 calcium fluorescence; active compounds read high. B-score at 10 µM. hit rate 0.49% among 310,000;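 active means B-score above 5 SD of library B-scores, and initial fluorescence ratio not above library mean plus 5 SD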;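 further: positive B-score marks a calcium rise read as TRPC4 activation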
#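 Incubation: 45 min room-temperature Fluo4 loading, 110 s read / System: HEK293 cells stably co-expressing mouse TRPC4beta and mu-opioid receptor / Signal: Fluo4 fluorescence, kinetic / Control set: buffer (low) and maximal DAMGO (high) / Measure: integrated baseline-normalised fluorescence ratio, converted to per-well B score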
# TRPC4 inh: blocks the mouse TRPC4 cation channel; HEK293 TRPC4beta/mu-opioid, DAMGO-evoked Fluo4 calcium flux; active compounds read low; B-score at 10 µM; hit rate 0.39% among 300,000; AID 2247;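 active means B-score over 3 SD under the library average, no early fluorescence shift, positive overall ratio signal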
#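 System: stable TRPC4beta/mu-opioid receptor HEK293 cells; Dosing: single-point compound dosing; Measured by: Fluo4 Ca2+ flux fluorescence; Read-out basis: per-well B score of integrated baseline-normalized Fluo4 ratio.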
# KCNQ1 inh: blocks the human KCNQ1 potassium channel. CHO-K1 KCNQ1, FluxOR thallium flux fluorescence; active compounds read high. P51787. B-score at 10 µM. hit rate 1.3% among 310,000;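 active means compounds whose thallium flux B-score, printed positive for inhibition, exceeds three library SD while starting fluorescence stays within three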;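 further: channel opened by potassium depolarization with thallium stimulus after 20 min compound exposure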
# * marks the source's active call; other numbers are inactive results; i = inactive; nt = not tested or not shown.
# Order of results: KCNK3 inh, KCNQ1 act, hERG protect, DYRK1A inh, TRPC4 potent, KCNK9 inh, Platelet DG rel, PolyA inh, TRPC4 agonist, TRPC4 inh, KCNQ1 inh
> Cc1cc(C)cc(NC(=O)C2CCCN2C(=O)Oc2ccccc2)c1 (centres undefined)
    i, i, -8, nt, i, i, -1, i, i, i, i
> Cc1ccc(Cn2c(Sc3nccc(C)n3)nc3c2c(=O)[nH]c(=O)n3C)cc1
    i, i, -11, -12, i, i, 0, i, i, i, i
> CCC(C)NC(=O)c1c(C)cc(=O)oc1C (centres undefined)
    i, i, -8, 2, i, i, -8, i, i, i, i
> O=C(CN1CCc2ccccc21)NCc1ccc2c(c1)OCO2
    i, i, -5, 6, i, i, 4, i, i, i, i
> O=C(Nc1ccccc1)N1CCN(C2c3ccccc3-c3ccccc32)CC1
    i, i, -9, 1, i, i, -7, i, i, i, i
> COc1ccc(NS(=O)(=O)c2cccc(C(=O)NC3CCC(O)CC3)c2)cc1 (centres undefined)
    i, i, -9, -5, i, i, 11, i, i, i, i
> O=C(CSc1ncccc1-c1nc2ccccc2[nH]1)N1CCN(c2ccccc2F)CC1
    i, i, -12, -3, i, i, -38, i, i, i, i
> Cc1[nH]n(-c2ccccc2)c(=O)c1/C=N/Nc1nncc(-c2ccccc2)n1
    i, i, -3, -3, i, i, -4, i, i, i, i
> CC(C)C(NC(=O)c1cccc(S(=O)(=O)N2CCOCC2)c1)C(=O)NCCc1ccccn1 (centres undefined)
    i, i, -7, -12, i, i, nt, i, i, i, i
> CCn1nc(C(=O)OCC(=O)N2CCc3ccccc32)c2ccccc2c1=O
    i, i, -13, 1, i, i, 5, i, i, i, i
> Cc1cc(Cl)ccc1OCC(=O)Nn1c(C)ccc1C
    i, i, -16, 0, i, i, 6, i, i, i, i
> Cc1cccc(-n2c(C)cc(/C=N/n3cnnc3)c2C)c1
    i, i, -7, 0, i, i, -6, i, i, i, i
> O=C(c1ccc(N2CCCC2)c([N+](=O)[O-])c1)N1CCc2ccccc2C1
    i, i, -17, -10, i, i, 16, i, i, i, i
> Cc1ccc(F)cc1NC(=O)CSCc1nc2sc(C)c(C)c2c(=O)[nH]1
    i, i, -9, -2, i, i, -12, i, i, i, i
> COc1cc(C2CC(C(F)(F)F)n3ncc(C(=O)O)c3N2)cc(OC)c1OC (centres undefined)
    i, i, -3, 0, i, i, -6, i, i, i, i
> NS(=O)(=O)c1ccc(NC(=O)CSc2nnc(-c3ccc(O)cc3)o2)cc1
    i, i, -9, 30, i, i, 3, i, i, i, i
> COc1ccccc1CNC(=O)C1CCN(S(=O)(=O)c2c(C)noc2C)CC1
    i, i, -7, -6, i, i, 4, i, i, i, i
> CCn1c(CN2CCN(c3ccc(OC)cc3)CC2)nc2cc(S(=O)(=O)N(C)C)ccc21
    i, i, -4, -2, i, i, -8, i, i, i, i
> C/C(=N\OC(=O)Nc1ccccc1)c1ccc(C)cc1
    i, i, -4, 0, i, i, 21, i, i, i, i
> Cc1cc(Br)c(OCc2ccc(C(=O)N/N=C3\CC4CC=CC34)cc2)c(Br)c1 (centres undefined)
    i, i, -15, -6, i, i, 1, i, i, i, i
> CC(OC(=O)c1ccccc1N1C(=O)C2C3CCC(C3)C2C1=O)C(=O)c1ccccc1 (centres undefined)
    i, i, 2, -1, i, i, -4, i, i, i, i
> O=C(Nc1cccc2cccnc12)c1ccc(Cl)cc1
    -8.9*, i, -3, 13, i, i, -5, i, i, i, i
> Nn1cnc2c([nH]c3ccccc32)c1=O
    i, i, -4, 0, i, i, 11, i, i, i, i
> O=[N+]([O-])c1ccc(Nc2nccc(Cl)n2)cc1
    i, i, 0, nt, i, i, 13, i, i, i, i
> CCOc1ccc(OC(=O)NC(c2ccccc2)C(Cl)(Cl)Cl)cc1 (centres undefined)
    i, i, -17, -3, i, i, 10, i, i, i, 8*
> COc1ccc(OC)c(NC(=O)CSc2nnc(CCCO)n2-c2ccccc2)c1
    i, i, 0, 1, i, i, 4, i, i, i, i
> CCOC(=O)/C(=C\c1ccccc1)NC(=O)c1ccccc1
    i, i, -9, -11, i, i, -4, i, i, i, i
> Cc1ccc(CN2CCCC(CO)(Cc3ccccc3C)C2)s1 (centres undefined)
    i, i, -6, 0, i, i, 12, i, i, i, i
> CCn1c(CNC(=O)c2ccco2)nnc1SCC(=O)Nc1cc(C)c(C)cc1Br
    i, i, -7, 0, i, i, 0, i, i, i, i
> CCCN1C(=S)SC(C)(C)C1/[N+]([O-])=C/c1cccnc1 (centres undefined)
    i, i, -13, -5, i, i, 3, i, i, i, i
> CCOc1ccc(C2C(C(=O)c3ccc(C)o3)=C(O)C(=O)N2c2nc(C)c(C(=O)OC)s2)cc1 (centres undefined)
    i, i, -7, -3, i, i, -2, i, i, i, i
> O=C1[C@@H]2Cc3c([nH]c4ccccc34)CN2C(=O)CN1CCCCCO
    i, i, -8, -6, i, i, 2, i, i, i, i
> Cc1ccc(C)c(S(=O)(=O)Nc2ccc(C(=O)N3CCC3)cc2)c1
    i, i, -5, -8, i, i, -5, i, i, i, i
> Cc1nn(C)c(C)c1NC(=O)CSc1nc(-c2ccccc2Cl)nc2c1cnn2-c1ccccc1
    i, i, -4, -7, i, i, -1, i, i, i, i
> CC(=O)N1CCN(c2ccc(S(=O)(=O)N3CCCCC3)cn2)CC1
    i, i, -21, -4, i, i, 4, i, i, i, i
> O=C(NNS(=O)(=O)c1ccc(C(F)(F)F)cc1)c1cnn(-c2ccccc2)c1C(F)(F)F
    i, i, -14, -7, i, i, 9, i, i, i, i
> Cc1ccc(C(=O)n2nnc3ccccc32)cc1
    nt, i, -6, nt, i, i, 14, i, i, i, i
> CCCCn1c(N)c(N(CCC(C)C)C(=O)c2cc(S(=O)(=O)N3CCOCC3)ccc2F)c(=O)[nH]c1=O
    i, i, -9, 1, i, i, -22, i, i, i, i
> O=C(COC(=O)c1ccccc1SCC(=O)N1CCCC1)Nc1ccccc1OC(F)F
    i, i, -19, -9, i, i, 5, i, i, i, i
> COc1cc(/C=C/C(=O)NNc2c(F)c(F)cc(F)c2F)ccc1OC(F)F
    i, i, -10, -2, i, i, -2, i, i, i, i
> COc1cc2c(cc1OC)C(c1ccccc1C)CC(=O)N2 (centres undefined)
    i, i, -9, -2, i, i, 1, i, i, i, i
> Cc1ccc(NC(=O)CSc2ncccn2)cc1S(=O)(=O)N1CCCCC1
    i, i, -11, -2, i, i, -5, i, i, i, i
> CCC(=O)N1CCc2cc(S(=O)(=O)N3CCc4ccccc43)ccc21
    i, i, -6, -1, i, i, 1, i, i, i, i
> O=C(Nc1cccnc1Cl)c1ccc(Cl)cc1
    i, i, -11, 4, i, i, 5, i, i, i, i
> Cc1c(C(=O)N2CCCCC2)sc(NC(=O)c2ccco2)c1C#N
    i, i, -4, 4, i, i, -1, i, i, i, i
> COc1ccccc1CNC(=O)N1CCN(S(=O)(=O)c2ccc(C)cc2)CC1
    i, i, -9, -1, i, i, -72, i, i, i, i
> CCOCCCNC(=O)C(c1ccc(Cl)cc1)N(Cc1ccc2c(c1)OCO2)C(=O)CNC(C)=O (centres undefined)
    i, i, -11, -2, i, i, 4, i, i, i, i
> CCOC(=O)c1cc(C)sc1NC(=O)CSc1nccn1C
    i, i, -7, nt, i, i, -5, i, i, i, i
> CC(Oc1ccc(Br)cc1)C(=O)Nc1ccncc1 (centres undefined)
    i, i, -9, -2, i, i, 5, i, i, i, i
> CC(OC(=O)c1cc(Br)ccc1O)C(=O)Nc1ccc(S(=O)(=O)N2CCCC2)cc1 (centres undefined)
    i, i, -5, 8, i, i, -5, i, i, i, i
> COc1ccc2nc(/C=N/NC(=O)[C@H](C)NC(=O)OC(C)(C)C)ccc2c1
    nt, i, -5, nt, i, i, 6, i, i, i, i
> Clc1cccc(Cl)c1CNCCCSc1ncccn1
    i, i, 0, nt, i, i, -3, i, i, i, i
> CC(C)Oc1ccccc1OCCCOc1cccc2cccnc12
    i, i, -20, 0, i, i, 9, i, i, i, i
> N#CCCN(CCC#N)S(=O)(=O)c1ccc(C(=O)Nc2nc(-c3ccccc3)c(C(=O)c3ccccc3)s2)cc1
    i, i, -14, -3, i, i, -4, i, i, i, i
> O/N=C/c1cc(Br)ccc1OCc1ccccc1F
    i, i, -4, 16, i, i, nt, i, i, i, i
> COCCNC(=O)CCn1nc(-c2ccc(C)cc2)c2ccccc2c1=O
    i, i, -6, 3, i, i, -6, i, i, i, i
> O=C(Cc1ccc(Br)cc1)Nc1nc2ccccc2[nH]1
    i, i, -10, 12, i, i, -19, i, i, i, i
> CCOC(=O)/C(C#N)=C/C1=C(N2CCCC2)CC(C)(C)OC1
    i, i, -7, 4, i, i, 4, i, i, i, i
> CCN(c1ccccc1)S(=O)(=O)c1ccc(C(=O)Nc2nnc(COC)o2)cc1
    i, i, -3, 2, i, i, 16, i, i, i, i
> CC(C(=O)NCc1ccccn1)N1C(=O)c2ccccc2C1=O (centres undefined)
    i, i, -10, 0, i, i, -5, i, i, i, i

# Profiles from above. Values in the order: KCNK3 inh	KCNQ1 act	hERG protect	DYRK1A inh	TRPC4 potent	KCNK9 inh	Platelet DG rel	PolyA inh	TRPC4 agonist	TRPC4 inh	KCNQ1 inh
# Record of CC(C)Oc1ccccc1OCCCOc1cccc2cccnc12 : i	i	-20	0	i	i	9	i	i	i	i
# Record of Cc1ccc(C(=O)n2nnc3ccccc32)cc1 : nt	i	-6	nt	i	i	14	i	i	i	i
# Record of N#CCCN(CCC#N)S(=O)(=O)c1ccc(C(=O)Nc2nc(-c3ccccc3)c(C(=O)c3ccccc3)s2)cc1 : i	i	-14	-3	i	i	-4	i	i	i	i

# (next part)
# Order of results: KCNK3 inh, KCNQ1 act, hERG protect, DYRK1A inh, TRPC4 potent, KCNK9 inh, Platelet DG rel, PolyA inh, TRPC4 agonist, TRPC4 inh, KCNQ1 inh
> O=C(Cc1c(F)c(F)c(F)c(F)c1F)OC12CC3CC(C1)C(=O)C(C3)C2
    i, i, -5, nt, i, i, 2, i, i, i, i
> Cc1ccccc1-n1c(-c2ccc(=O)[nH]n2)n[nH]c1=S
    i, i, -5, 2, i, i, -8, i, i, i, i
> Cc1ccc(OCC(=O)NCCCNC(=O)c2ccco2)cc1C
    i, i, -10, 12, i, i, -5, i, i, i, i
> COc1ccc(C(C(=O)NCc2ccc(F)cc2)N(Cc2cccnc2)C(=O)c2snc(C(N)=O)c2N)cc1 (centres undefined)
    i, i, -12, -6, i, i, 3, i, i, i, i

# Not all compounds are listed. The share of hits here may be higher or lower than overall.
